Compound activity (PubChem BioAssay)
GPR55 LPI antagonism – GPR55 antagonists blocking LPI-driven arrestin recruitment, primary screen, imaging, U2OS, beta-arrestin-GFP, LPI agonist (AID 2013); U2OS GPR55 beta-arrestin-GFP translocation imaging, LPI antagonism; higher % means a stronger effect; 290,000 compounds, 0.13% hits; inhibition, % at 10 µM; hits with a dose series show IC50 in µM; G-protein coupled receptor 55 (Homo sapiens);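 active = spots per cell inhibited over 60%, with over 100 cells counted and total cytoplasm intensity under 500,000; inconclusive = wells with under 100 cells, flagged as likely toxic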;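 note: U2OS cells stably carrying GPR55 and arrestin-GFP stimulated by 5 µM LPI near EC80; imaged beta-arrestin-GFP aggregate spots per cell after agonist stimulation; plate controls were LPI-stimulated DMSO wells for no effect and DMSO wells without LPI for full effect; some results filed as inactive read as strong as hits; confirmed hits need IC50 under 10 µM and bright autofluorescent wells are also inconclusive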
HIV fusion peptide – inhibitors of HIV fusion peptide binding, primary screen, biochemical, uHTS, fluorescence dequenching (AID 1986); cell-free peptide binding, fluorescence dequenching, 30 min; higher % means a stronger effect; 290,000 compounds, 0.3% hits; one-dose inhibition, % at 20 µM; IC50 in µM for titrated hits; in the data active = inhibition mostly above about 52%, no sharp cut-off; inactive = mostly below about 76%; note: some results filed as inactive read as strong as hits
Salmonella PhoP GFP – inhibitors of PhoP regulon expression, primary screen, Salmonella Typhimurium, GFP reporter (AID 1863) | S. Typhimurium PhoP-regulated promoter GFP reporter, 4 h; higher % means a stronger effect | inhibition, % at 50 µM; hits with a dose series show IC50 in µM | 300,000 compounds, 0.16% hits;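 active = inhibition over 29.93%, a cutoff 3 SD above the screen mean, later confirmed by dose response; inconclusive = inhibition over 29.93% but no dose response follow-up; inactive = inhibition at most 29.93% or unconfirmed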;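 note: 0% = low Mg2+ inducing control and 100% = high Mg2+ repressing control; strong numbers were not always called active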
Large T inhibition – SV40 large T antigen inhibitors, biochemical (AID 1903). SV40 large T antigen ATPase/helicase inhibition assay; higher % means a stronger effect. one-dose inhibition, % at 20 µM; IC50 in µM for titrated hits. 310,000 compounds, 0.39% hits; in the data active = a potency from the dose series; inconclusive = inhibition mostly from about 32% at the one dose, without a potency; inactive = the rest, 99 in 100 with inhibition below about 32%; note: strong numbers were not always called active
RSV CPE inhibition – RSV antiviral activity via CPE protection, HEp-2 cells, primary 10 µM value included (AID 2391) | HEp-2 cells, RSV-induced CPE inhibition; higher % means a stronger effect | 310,000 compounds, 0.13% hits | one-dose CPE inhibition, % at 10 µM; IC50 in µM for titrated hits; in the data active = a potency from the dose series; inconclusive = CPE inhibition mostly from about 23% at the one dose, without a potency; inactive = the rest, 99 in 100 with CPE inhibition below about 21%; note: strong numbers were not always called active
GPR35 antagonists – GPR35 antagonists blocking zaprinast-driven arrestin recruitment, primary screen, imaging, U2OS, beta-arrestin-GFP, zaprinast agonist (AID 2058). G-protein coupled receptor 35 (Homo sapiens). U2OS GPR35 beta-arrestin-GFP translocation imaging, zaprinast antagonism; higher % means a stronger effect. inhibition, % at 10 µM, or IC50 in µM where a hit was titrated. 290,000 compounds, 0.052% hits;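 active = inhibition of at least 50% with at least 30 cells and total cytoplasm GFP at most 10,000,000; inconclusive = under 30 cells or total GFP of 10,000,000 plus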
K1F lysis inhibition – inhibition of K1F phage lysis, E. coli UTI89, bacterial capsule biogenesis inhibitors, alamar blue (AID 488966) | one-dose inhibition, % at 100 µM; IC50 in µM for titrated hits | E. coli UTI89 K1F phage lysis, alamar blue, 2 h; higher % means a stronger effect | 340,000 compounds, 0.02% hits;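 active = phage lysis inhibition, versus mean bacterial control, above a set limit; inconclusive = no clear call, values can overlap the other calls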;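 note: capsule biogenesis inhibitors block K1F phage lysis so surviving cells raise fluorescence; higher fluorescence means more inhibition of phage lysis; actives were called in the ten point dose series up to 300 µM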
MgcRacGAP inhibition – MgcRacGAP GTPase-activating activity inhibitors, confirmation, biochemical, ADP Hunter fluorescence. Rac GTPase-activating protein 1 (Homo sapiens). MgcRacGAP-stimulated Rac1 GTP hydrolysis, ADP Hunter fluorescence; higher % means a stronger effect; GST-tagged Rac1 F28L mutant substrate. inhibition, % at 30 µM, or IC50 in µM where a hit was titrated. 340,000 compounds, 0.6% hits. AID 624330, 2012;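 active = first-screen hits whose inhibition reached a set limit at any dose in the follow-up dose series; inconclusive = inhibition above the set first-screen limit but never retested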;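 note: fluorescence reports GDP produced by GAP-driven GTP hydrolysis; strong numbers were not always called active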
Dengue-2 NS5 capping – Dengue-2 NS5 methyltransferase inhibitors, primary screen, biochemical, confirmation dose response (AID 588689); Genome polyprotein (Dengue virus type 2 (strain 16681-PDK53)); Dengue-2 NS5 methyltransferase capping enzyme assay, biochemical; higher % means a stronger effect; one-dose inhibition, % at 25 µM; IC50 in µM for titrated hits; 340,000 compounds, 0.3% hits; in the data active = a potency from the dose series; inconclusive = inhibition above about 29% without an active follow-up result
Dengue-2 NS5 capping pilot replicate – second read-out of Dengue-2 NS5 capping, no call of its own (marks repeat the call); inhibition, %; measured here: pilot screen replicate inhibition
Starred values were filed as active, the others as inactive; ? = inconclusive; · = no result given; [ ] = dose if it differs, or a comment.

SMILES	GPR55 LPI antagonism	HIV fusion peptide	Salmonella PhoP GFP	Large T inhibition	RSV CPE inhibition	GPR35 antagonists	K1F lysis inhibition	MgcRacGAP inhibition	Dengue-2 NS5 capping	others
CCN(CC(=O)Nc1c(F)cccc1F)C(=O)c1cccc(S(=O)(=O)N2CCN(c3ccccc3)CC2)c1	12%	0.8%	6%	20%	15%	-9%	0.1%	7%	-4%
CCCn1c(=O)c2sccc2n2c(CCCC(=O)NCc3cccnc3)nnc12	-20%	-1.5%	-2%	6%	0.9%	20%	0.3%	8%	-4%
CC(C)(CO)NC(=O)c1ccc2nc(Cc3cccc(Cl)c3)oc2c1	10%	1.2%	-1%	11%	1.3%	-2%	-0.7%	3%	-6%
COc1ccc(/C=N/NC(=O)c2cccc(NC(C)=O)c2)c(C(=O)O)c1OC	18%	-2.8%	0%	2%	0.6%	10%	0.8%	3%	·
Cc1nc2ncnn2c(C)c1CCC(=O)N1CCN(C(=O)c2ccco2)CC1	22%	-0.1%	0%	0%	-0.6%	12%	0.6%	5%	-5%	Dengue-2 NS5 capping pilot replicate=-0.9
COc1ccc(CC(=O)NCc2ccccn2)cc1OC	16%	2.5%	3%	11%	3.7%	-25%	-0.3%	8%	-2%
CN1CCN(c2ccc(Cl)cc2NS(=O)(=O)c2ccccc2Cl)CC1	-4%	-0.4%	1%	12%	-1.7%	8%	0.3%	7%	-9%
Cc1cccc(C)c1NC(=O)CN(C)C(=O)c1ccc(-c2cccc(C(F)(F)F)c2)o1	·	·	6%	18%	-1.0%	·	-0.8%[50 µM]	6%	-1%
COc1ccccc1/C=N/NC(=O)NC12CC3CC(CC(C3)C1)C2	-2%	0.0%	0%	4%	2.4%	4%	-0.1%	·	7%
COc1cc(C(=O)NCCC(C)C)ccc1OCc1ccc(Cl)cc1Cl	14%	2.7%	-8%	8%	11%	0%	3.3%	7%	-12%
COc1ccc(Cn2nnnc2C(c2cccs2)N2CCSCC2)cc1 (centres undefined)	8%	0.3%	-1%	18%	19%	9%	9.1%	1%	-1%
Cc1c(NC(=O)c2ccc3c(c2)OCO3)cccc1-c1nc2ncccc2o1	8%	-2.2%	0%	7%	2.0%	-5%	-0.8%	3%	-7%
Cn1c(SC/C=C/c2ccccc2)nnc1-c1cnccn1	0%	-0.6%	-5%	9%	3.6%	-9%	0.7%	13%	-3%
CCCCOC(=O)Oc1ccc2c(=O)c(Oc3cc(C)cc(C)c3)coc2c1	14%	3.8%	-8%	3%	2.9%	0%	3.2%	-6%	-2%
CC(C)Oc1cccc(-c2cc(C(=O)N3CCN(S(C)(=O)=O)CC3)c3ccccc3n2)c1	-6%	0.4%	1%	-4%	0.6%	-1%	0.5%	9%	-2%
Cc1nc(CNC(=O)c2cc(COc3ccc(F)cc3Cl)on2)cs1	-2%	-0.1%	-4%	18%	1.0%	-9%	0.1%	-5%	-1%
Cc1ccc(NC(=O)C[n+]2ccn(C3=C([O-])c4ccccc4C3=O)c2)cc1	11%	-0.7%	0%	5%	-0.8%	-3%	-0.5%	7%	-2%
Nc1nc(NCc2ccccc2)n(-c2ccccc2)n1	7%	-0.9%	17%	2%	2.0%	3%	0.2%	0%	-3%
c1ccc(Cn2c(NCc3ccncc3)nc3ccccc32)cc1	3%	0.3%	23%	2%	2.2%	0%	-1.1%	5%	-8%
CC(C)Cc1oc(C(=O)O)cc1CN1CCOCC1	-1%	-2.2%	31%	9%	0.1%	-12%	-1.2%	4%	-10%
CC(=O)NC(c1cc(Cl)c2ccccc2c1O)C(C)C (centres undefined)	·	·	·	·	1.1%	·	1.3%	10%	5%
O=C1/C(=C/c2ccccn2)COc2ccccc21	12%	-1.0%	0%	-15%	5.8%	1%	-0.8%	-9%	-6%
COc1ccc(-c2csc(NC(=O)CSCc3c(C)noc3C)n2)cc1OC	6%	-1.4%	7%	-8%	11%	-13%	-0.1%	4%	-2%
Cc1cc(C)nc(N2C(=O)CC(C(=O)O)NC2=NCCc2c[nH]c3ccccc23)n1 (centres undefined)	-3%	-1.7%	14%	26%	0.1%	3%	0.4%	11%	-1%
COc1ccc(S(=O)(=O)N2CCN(C(=O)c3cccs3)CC2)cc1	17%	-2.4%	7%	11%	1.1%	13%	2.3%	3%	-8%
(listing goes on)
SMILES	GPR55 LPI antagonism	HIV fusion peptide	Salmonella PhoP GFP	Large T inhibition	RSV CPE inhibition	GPR35 antagonists	K1F lysis inhibition	MgcRacGAP inhibition	Dengue-2 NS5 capping	others
COc1ccc(CN2CCC(C(=O)NCCc3ccc(OC)c(OC)c3)CC2)c(OC)c1	9%	-0.7%	3%	16%	-0.3%	21%	0.2%	4%	-9%
Cc1ccc(-c2nc3ccccc3[nH]2)cc1NC(=O)c1ccco1	-24%	-1.7%	4%	0%	1.5%	-10%	0.2%	10%	-6%
O=C(/C=C/c1cn(CC(O)CN2CCCCC2)c2ccccc12)c1ccccc1 (centres undefined)	4%	3.9%	1%	5%	·	6%	0.7%	13%	-5%
COc1ccc(C(=O)NCCSCc2ccccc2)cc1OC	2%	2.2%	-4%	4%	-0.5%	0%	-1.5%	3%	-7%
O=C(CCC(=O)N1CCCCCC1)Nc1ccc([N+](=O)[O-])cc1	-3%	-0.3%	11%	-9%	1.5%	-20%	0.2%	7%	-3%
COc1ccc(-n2nc(C(=O)NCC(=O)NCCN(C)C)c3ccccc3c2=O)cc1	0%	0.2%	-1%	14%	0.9%	9%	0.1%	7%	0%
CC1CCC(NC(=O)Cn2cc3c(n2)CCCC3)CC1 (centres undefined)	41%	-0.1%	7%	-5%	0.1%	6%	-2.1%	-4%	0%
CCCC1C2CN(C(C)=O)CC=C2C(C#N)=C(N)C1(C#N)C#N (centres undefined)	?	-0.7%	-8%	12%	3.0%	9%	-1.1%	-7%	18%
CCCNC(=O)c1ccc(CN2CCc3ccccc3C2)cc1	-15%	1.9%	1%	17%	1.1%	3%	0.5%	9%	-10%
CC(C)C(=O)NC(=S)Nc1ccccc1C(F)(F)F	14%	1.1%	11%	3%	1.3%	12%	1.1%	7%	0%
CC(C)CC(NC(=O)C(NC(=O)C1OC2OC(C)(C)OC2C2OC(C)(C)OC12)C(C)C)C(=O)O (centres undefined)	12%	-0.2%	-13%	8%	-0.1%	-7%	0.3%	1%	-6%
CCOc1ccc(/C=N/NC(=O)c2ccc(CSc3nc4ccccc4[nH]3)cc2)cc1	-5%	-1.5%	3%	6%	1.7%	14%	1.1%	9%	5%
O=C(CSCc1ccccc1)Nc1ccccc1C(=O)Nc1ccc(C(=O)O)cc1	5%	0.3%	-11%	17%	0.5%	-19%	0.2%	8%	-8%
CSc1nc(SCC(N)=O)c2c3c(sc2n1)CN(C)CC3	-7%	-1.2%	-9%	13%	?	-10%	-0.3%	8%	-8%
CCC1=NN(C(=O)Cc2ccc([N+](=O)[O-])cc2)C(O)(c2ccncc2)C1 (centres undefined)	-17%	-1.5%	9%	11%	1.5%	-1%	0.2%	-15%	-2%
Cc1c(C)c2c(OCC(=O)NCC(O)c3ccccc3)cc3c(c2oc1=O)CCC(C)(C)O3 (centres undefined)	4%	0.9%	·	·	-0.4%	6%	4.5%	3%	-4%
O=C(NC(=S)N1CCCc2ccccc21)c1ccc(Br)cc1	-2%	-0.1%	-5%	7%	3.3%	-2%	5.9%	7%	4%
COc1cc(-c2n[nH]c(=O)o2)cc(OC)c1OC	-1%	0.3%	-13%	5%	6.8%	2%	0.0%	-8%	5%
CC(C)CN(C(=O)CSc1nnc(-c2ccco2)o1)c1c(N)n(Cc2ccccc2)c(=O)[nH]c1=O	5%	1.3%	-6%	7%	-2.3%	-4%	2.0%	11%	-10%
Cc1cccnc1NC(=O)C1COc2ccccc2O1 (centres undefined)	-8%	0.1%	-4%	2%	1.5%	-5%	-0.4%	4%	4%
NC(=O)c1ccccc1NC(=O)CN1CCOCC1	-4%	-0.7%	13%	9%	-1.5%	6%	0.1%	10%	-7%

Structures shown so far with a halogen (9):
SMILES	GPR55 LPI antagonism	HIV fusion peptide	Salmonella PhoP GFP	Large T inhibition	RSV CPE inhibition	GPR35 antagonists	K1F lysis inhibition	MgcRacGAP inhibition	Dengue-2 NS5 capping	others
CCN(CC(=O)Nc1c(F)cccc1F)C(=O)c1cccc(S(=O)(=O)N2CCN(c3ccccc3)CC2)c1	12%	0.8%	6%	20%	15%	-9%	0.1%	7%	-4%
CC(C)(CO)NC(=O)c1ccc2nc(Cc3cccc(Cl)c3)oc2c1	10%	1.2%	-1%	11%	1.3%	-2%	-0.7%	3%	-6%
CN1CCN(c2ccc(Cl)cc2NS(=O)(=O)c2ccccc2Cl)CC1	-4%	-0.4%	1%	12%	-1.7%	8%	0.3%	7%	-9%
Cc1cccc(C)c1NC(=O)CN(C)C(=O)c1ccc(-c2cccc(C(F)(F)F)c2)o1	·	·	6%	18%	-1.0%	·	-0.8%[50 µM]	6%	-1%
COc1cc(C(=O)NCCC(C)C)ccc1OCc1ccc(Cl)cc1Cl	14%	2.7%	-8%	8%	11%	0%	3.3%	7%	-12%
Cc1nc(CNC(=O)c2cc(COc3ccc(F)cc3Cl)on2)cs1	-2%	-0.1%	-4%	18%	1.0%	-9%	0.1%	-5%	-1%
CC(=O)NC(c1cc(Cl)c2ccccc2c1O)C(C)C (centres undefined)	·	·	·	·	1.1%	·	1.3%	10%	5%
CC(C)C(=O)NC(=S)Nc1ccccc1C(F)(F)F	14%	1.1%	11%	3%	1.3%	12%	1.1%	7%	0%
O=C(NC(=S)N1CCCc2ccccc21)c1ccc(Br)cc1	-2%	-0.1%	-5%	7%	3.3%	-2%	5.9%	7%	4%
